sdo1 growth: restores growth of sdo1-depleted yeast; S. cerevisiae sdo1-depleted JHY4D growth rescue, OD600 30 h; stronger effect = higher value; pdr5 snq2 efflux-pump mutant strain; z-score at 10 µM; hit rate 0.21% among 140,000; AID 817;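 active = z-score above 3 at both the 24 hr and the 30 hr optical density reads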;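 note: z-score against mean and SD of all compound wells on the same plate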
INS promoter inh: TRM-6 insulin promoter activity inhibition; TRM-6 cells (human fetal islet line), insulin promoter-eGFP reporter, imaging; reporter expression induced with tamoxifen; inhibition, % at 2 µM; hit rate 0.9% among 130,000; AID 1273;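 active = inhibition above the mean plus 3 SD, with well images judged a real hit on visual review, cut at about 60% in these data, passing the limit was not always enough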
sdo1 growth Rescue 24 h: recorded beside sdo1 growth, whose call it bears; z-score; S. cerevisiae sdo1-depleted JHY4D growth rescue, OD600; measured here: growth rescue at 24 h;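 0 is the plate mean of compound wells and units are plate SD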
* = called active by the depositor; / = no result given. The list is partial, so the mix of outcomes need not match the whole.

SMILES	sdo1 growth	sdo1 growth Rescue 24 h	INS promoter inh
C=CCNC(=O)c1c(N)n(Cc2ccco2)c2nc3ccccc3nc12	-1.1	-0.4	-38
Oc1ccc(Cl)cc1CN1CCN(Cc2ccccc2)CC1	0.48	0.12	25
Cc1nnc(SCc2nc3ccccc3c(=O)n2-c2ccccc2Cl)n1N	0.84	1.1	-286
COc1ccc(CCNCc2ccc(F)cc2)cc1OC	-0.2	-0.58	-11
CC(C)CNC(=O)c1c(N)n(Cc2ccc3c(c2)OCO3)c2nc3ccccc3nc12	-1.7	-0.6	13
CCN1C(=O)/C(=C/c2ccc3c(c2)CCN3CCCCl)C(=O)NC1=S	-1.5	-0.59	4
CCOC(=O)c1c(N)n(Cc2ccco2)c2nc3ccccc3nc12	-1.2	-0.59	-59
O=c1cccc2n1CC1CC2CN(c2ncnc3c2cnn3-c2ccccc2)C1 (stereo not given)	-0.61	-1.2	19
CCOC(=O)c1c(C)n(Cc2ccccc2)c2ccc(OCC(O)Cn3nc(C)nc3C)cc12 (stereo not given)	-0.69	-0.32	/
CC(=O)Nc1ccc(OCCF)cc1	/	/	22
Cn1c(O)c(/C=C/C=Nc2ccccc2)c(=O)n(C)c1=S	-0.39	0.76	/
COc1cccc(-c2cc(C(F)(F)F)n3nc(C(=O)N4CCC5(CC4)OCCO5)cc3n2)c1	-0.27	-0.31	-18
Fc1ccc(C(OCCN2CCCC2)c2ccc(Br)cc2)cc1 (stereo not given)	0.24	-0.2	3
O=c1[nH]c(=O)n(-c2cccc(Cl)c2)c(O)c1/C=N/c1ccccn1	-0.31	-1	3
CCN1C(=O)NC(=O)/C(=C\c2ccc(N3CCOCC3)cc2OC)C1=O	-0.42	0.2	/
Clc1ccc(-c2nc3ccc(Cl)cn3c2CN2CCOCC2)cc1	0.28	0.28	0
Cc1ccc(N2C(=O)NC(=O)/C(=C\c3cc(C)n(-c4sc5c(c4C#N)CCCC5)c3C)C2=O)cc1	-1.6	-1.4	/
Cc1cc(C)cc(N2C(=O)NC(=O)/C(=C\C=C\c3ccco3)C2=O)c1	-0.72	-0.35	-17
CC(C)Cc1nnc(NC(=O)CCC(=O)N2CCN(CCOC(c3ccccc3)c3ccccc3)CC2)s1	0.13	-0.21	/
O=C(c1ccc(CS(=O)(=O)c2ccccc2)o1)N1CCC2(CC1)OCCO2	0.77	0.69	7

Compounds from the list above with sulfur, in the order listed:
SMILES	sdo1 growth	sdo1 growth Rescue 24 h	INS promoter inh
Cc1nnc(SCc2nc3ccccc3c(=O)n2-c2ccccc2Cl)n1N	0.84	1.1	-286
CCN1C(=O)/C(=C/c2ccc3c(c2)CCN3CCCCl)C(=O)NC1=S	-1.5	-0.59	4
Cn1c(O)c(/C=C/C=Nc2ccccc2)c(=O)n(C)c1=S	-0.39	0.76	/
Cc1ccc(N2C(=O)NC(=O)/C(=C\c3cc(C)n(-c4sc5c(c4C#N)CCCC5)c3C)C2=O)cc1	-1.6	-1.4	/
CC(C)Cc1nnc(NC(=O)CCC(=O)N2CCN(CCOC(c3ccccc3)c3ccccc3)CC2)s1	0.13	-0.21	/
O=C(c1ccc(CS(=O)(=O)c2ccccc2)o1)N1CCC2(CC1)OCCO2	0.77	0.69	7

Continued:
SMILES	sdo1 growth	sdo1 growth Rescue 24 h	INS promoter inh
COc1cccc(C2CC3C(=O)C=CC2N3Cc2ccccc2)c1 (stereo not given)	-0.91	-0.31	3
O=c1[nH]c(=O)n(C2CCCCCC2)c(O)c1C=NCC1CCCO1 (stereo not given)	-0.04	0.05	0
COc1ccc(-n2c(C)cc(C(=O)C[N+]34CCN(CC3)CC4)c2C)cc1	/	/	-7
COc1ccc(C(C)=O)cc1CC(C(=O)c1ccc(Br)cc1)N(C)C (stereo not given)	0.14	0.23	-27
COc1cccc(N2CCN(Cc3ccc(Cl)cc3)CC2)c1	-0.55	-0.37	0
COc1cccc(CCNCc2cccc(C(F)(F)F)c2)c1	/	/	17
C[C@H]1CCCC(=O)CCC/C=C/c2cc(O)cc(O)c2C(=O)O1	-1.8	-1.1	29
CC(C)C[C@H](NC(=O)[C@@H]1CCCN1C(=O)[C@@H](N)Cc1ccc(O)cc1)C(=O)NCC(N)=O	0.04	-0.6	0
O=C(Cc1ccc(Br)cc1)N1CCN(Cc2ccccc2)CC1	-0.19	0.66	1
CC(C)n1c(=O)c(C=Nc2ccc(F)cc2)c(O)n(Cc2ccco2)c1=O	0.67	0.7	14
Cn1c(O)c(C=NCCN2CCNCC2)c(=O)n(C)c1=O	0.8	0.66	-24
CN1C(=O)/C(=C\c2ccc(N3CCCCC3)o2)C(=O)NC1=S	0.03	0.03	-46
COc1ccc(CNCC(=O)N2CCC3(CC2)OCCO3)cc1	0.69	0.75	-23
O=P(Nc1ccccc1Cl)(c1ccccc1)c1nc2c(s1)CCCC2 (stereo not given)	-2	-1.7	-13
O=C1CCN(C(=O)C(Cl)Cl)N1	/	/	7
Cc1cccc(-n2c(C)nc3ccccc3c2=O)n1	0.49	0.51	-6
CCN(CC)P(=O)(c1nccn1C)N(CC)CC	/	/	-40
COC(=O)CN1C(=O)C2(C(C(=O)OC)=C(N)Oc3ccccc32)C2=C1CC(C)(C)CC2=O (stereo not given)	0.02	0.18	7
Clc1ccccc1CN1CCN(c2ccccc2Cl)CC1	-0.48	0.05	12
CCCCc1nc2ccccc2c(=O)n1-c1ccc(O)cc1	0.15	0.14	34
FC(F)(F)C1=NC(C(F)(F)F)=NP(N2CCOCC2)(N2CCOCC2)=N1	0.65	0.66	/
O=C(CN1CCN(Cc2cccc(Cl)c2)C1=O)N1CCC2(CC1)OCCO2	0.51	0.43	63
CN1CCCC1C(O)(c1ccccc1)c1ccccc1 (stereo not given)	/	/	0
O=C(Cc1ccccc1)NC(Oc1ccccc1Cl)C(Cl)(Cl)Cl (stereo not given)	-0.1	0.25	7
CCOC(=O)C(O)(c1ccc(N(C)C(=O)COc2ccccc2)cc1)C(F)(F)F (stereo not given)	/	/	-2
CCCC1(CCC)C(=O)NC(=NCc2ccccc2)NC1=O	1	0.73	/
O=c1c2ccccc2nc(Cc2ccccc2)n1-c1ccc(O)cc1	/	/	47
CN(C(=O)Oc1cccc2cccnc12)c1ccccc1	0.6	1.1	/
CC12CN3CC(c4ccccc4)(CN(C1)C31CCCCC1)C2=O	0.87	0.32	12
CN1C(=O)C(=Cc2ccc(SC3CCCCC3)o2)C(=O)N(C)C1=O	/	/	0
CC1=NN(c2ccccc2)C(=O)C1/C=C1/C(=O)NC(=O)N(c2cc(C)cc(C)c2)C1=O (stereo not given)	0.48	-0.49	0
CCOP(=O)(C#CC(C)(C)C)C(O)(c1ccccc1)C(F)(F)F (stereo not given)	-0.7	-0.94	0
COC(=O)C1CN(C#N)N(c2ccc(Cl)cc2)C12c1ccccc1-c1ccccc12 (stereo not given)	-2.1	-0.66	-100
CC(=O)Nc1ccccc1OC(=O)N(C)C	0.23	-1.4	28
CSc1ncc(Cl)c(C(=O)O)n1 (tested in a mixture with another compound)	0.88	1	7
CC1CN(c2ccc([N+](=O)[O-])cc2Cl)CCN1 (stereo not given)	/	/	-12
NC(=S)N/N=C/c1coc2ccccc2c1=O	-0.22	-0.33	/
O=C1C2CCCN2C(c2cccnc2)N1c1cccc(Cl)c1 (stereo not given)	0.1	-0.74	/
CN(C)C(=O)Oc1ccc(OC(=O)N(C)C)cc1	0.82	0.39	/
Cc1ccc(S(=O)(=O)CC(=O)c2cc(C)c(OC(=O)N(C)C)c(C)c2)cc1	/	/	-29
CCCCn1c(O)c(C(CC)=Nc2ccc(OCC)cc2)c(=O)[nH]c1=O	-1.6	-0.65	0
CCCC(C)n1[nH]c(=O)c2c1NC(=O)CSC2c1ccc(OC)c(OC)c1 (stereo not given)	0.5	0.5	-356
CC1=CC(=O)C2=C(C)CC(O)C3C(C)C(=O)OC3C12 (stereo not given)	-0.28	-1.3	14
OCC#CC[N+]1(CC#Cc2ccccc2)CCOCC1	/	/	26
O=C1N=c2ccccc2=C/C1=C\c1c(O)[nH]c(=S)[nH]c1=O	0.7	0.24	38
CCOC(=O)c1c(C)n(Cc2ccccc2)c2ccc(OCC(O)CN3C(=O)CNC3=O)cc12 (stereo not given)	0.37	-0.11	55
O=c1c2ccccc2nc(CN2CCCCCC2)n1-c1ccc(F)cc1	0.93	0.28	33
C=CCN1C(=O)NC(=O)/C(=C/c2cc3c4c(c2)CCCN4CCC3)C1=O	0.54	0.48	-14
CCCCP(=O)(O)c1ccccc1	0.63	0.17	-10
O=C(C1CC(=O)N(C2CCCCC2)C1)N1CCC2(CC1)OCCO2 (stereo not given)	0.87	0.06	-7
CCC(C)n1c(O)c(/C=N/Nc2ccccc2)c(=O)[nH]c1=S (stereo not given)	-0.77	-0.79	/
CN1CCC(N(C)c2nc(-c3ccccc3)nc3ccccc23)CC1	0.21	0.1	-26
O=C(c1cc(-c2cccnc2)nc2ccc(Cl)cc12)N1CCC2(CC1)OCCO2	-0.41	-0.24	15
CCCCN1CCC(O)(c2ccccc2)C(C(=O)c2ccccc2)C1 (stereo not given)	0.41	-1.3	26
CC(=O)Nc1cc(C(=O)N2CCC3(CC2)OCCO3)ccc1S(=O)(=O)c1ccc(Cl)cc1	0	0.1	-13
N#Cc1ccccc1Cn1cc(C(=O)c2ccccc2F)c2ccccc21	-1.3	-1.6	/
Cc1ccc(N2C(=O)/C(=C/c3ccc(CN(CCC#N)S(C)(=O)=O)o3)C(=O)NC2=S)cc1	0.6	-0.43	-27
COc1ccc(C(=O)C23CN4CN(CN(C4)C2)C3)cc1	/	/	-18
CCn1c(O)c(C=Nc2ccc(S(N)(=O)=O)cc2)c(=O)[nH]c1=S	0.48	-0.07	-30
COc1ccc(-n2c(O)c(C=Nc3c(C)n(C)n(-c4ccccc4)c3=O)c(=O)[nH]c2=O)cc1	0.21	-0.79	16

More records.
SMILES	sdo1 growth	sdo1 growth Rescue 24 h	INS promoter inh
CCCOc1ccc(N2C(=O)CC(N3CC=C(c4ccccc4)CC3)C2=O)cc1 (stereo not given)	/	/	15
O=C(Cc1ccccc1)Oc1ccccc1N1C(=O)CCC1=O	-0.17	-0.77	6
CN(C)C(=O)Oc1cccc(OCc2n(C)c3ccccc3[n+]2C)c1	0.93	0.44	-23
O=C(NC1CC1)C1CSC(c2cccnc2)=N1 (stereo not given)	0.63	-0.21	/
CCN(CC)CCCC(C)N=C(c1ccccc1)c1c(O)n(C)c(=O)n(C)c1=O (stereo not given)	0.22	0.35	-127
CN(C)c1ccc(CN2CC=C(c3ccc(F)cc3)CC2)cc1	-0.71	-0.34	/
COc1ccc(-n2c(O)c(/C=C/C=Nc3ccccc3)c(=O)[nH]c2=O)cc1	0.35	0.25	-39
COc1ccc(-n2c(=O)[nH]c3ccccc3c2=O)cc1	0.16	-0.54	-38
O=C1NC(=O)C2=Cc3ccc(O)cc3OC2(O)N1 (stereo not given)	/	/	50
O=C(COc1ccccc1)N1CCN(C2CC3CCC2C3)CC1 (stereo not given)	0.68	0.76	6
COc1c(O)ccc2c1-c1c3c(cc4c1C(C2)N(C)CC4)OCO3 (stereo not given)	-0.34	-0.76	19
Cc1cc(N2CCOCC2)ccc1/C=C1\C(=O)NC(=O)N(c2ccccc2)C1=O	/	/	19
Cn1c(O)c(N=Nc2cccc(S(=O)(=O)N3CCOCC3)c2)c(=O)n(C)c1=O	/	/	-6
Clc1ccc(COC(Cn2ccnc2)c2ccc(Cl)cc2Cl)cc1 (stereo not given)	-2.1	-0.79	-45
Cc1nc2ccccc2c(=O)n1-c1ccccc1C(F)(F)F	0.97	0.93	/
CCOc1cccc(C2NCc3ccccc3-n3cccc32)c1O (stereo not given)	0.3	-0.42	/
CCc1ccc(OCCCN=C(C)c2c(O)n(C)c(=O)n(C)c2=O)cc1	0.54	0.71	30
Cc1nc2cc(C(F)(F)F)ccc2n1C1CCN(Cc2nnnn2Cc2cccs2)CC1	-1.2	-0.9	0
CC(C)CCNC(=O)c1c(N)n(CC2CCCO2)c2nc3ccccc3nc12 (stereo not given)	-2.1	-1.8	-31
S=C1Nc2ccccc2Sc2ccccc21	/	/	-44
COc1ccc(/C=C2\C(=O)NC(=O)N(CCC3=CCCCC3)C2=O)c(OC)c1	1.4	1.4	/
CC1(C)CC2(CCO1)NCCN1C(=O)CSC12 (stereo not given)	-0.04	-0.92	-31
COc1ccccc1CN1CCCCC1c1cccnc1 (stereo not given)	1.3	0.89	-152
O=C(NCC(c1cccnc1)N1CCN(c2ccccc2F)CC1)Oc1ccccc1 (stereo not given)	-0.82	-0.49	42
O=C1NCCN2CCCC12 (stereo not given)	0.68	0.42	/
COc1cc2c(cc1OC)C(C(=O)N(C)C1CCCCC1)C1CCCCN1C2=O (stereo not given)	0.46	-0.2	-44
Cc1ccc(/C=C2\C(=O)NC(=O)N(CCc3ccc(F)cc3)C2=O)o1	-0.16	0.03	26
Cc1sc2ncn(CC(=O)N3CCC4(CC3)OCCO4)c(=O)c2c1C	1	1.2	14
CCOc1ccc(N2C(=O)/C(=C\c3cccs3)C(=O)NC2=S)cc1	/	/	10
Cc1ccc(Cn2cc(C=O)c(-c3ccc(C)cc3)n2)cc1	-0.85	-0.46	30
CNC(=O)Oc1cccc(-c2cn3cc(Cl)ccc3n2)c1	0.84	-0.16	0
O=c1[nH]c(=O)n(C2CCCCCC2)c(O)c1C=NCCCN1CCOCC1	0.95	0.58	-6
Cc1cccc(N2C(=O)NC(=O)/C(=C\c3ccc4c(c3)CCCN4Cc3ccccc3)C2=O)c1	0.12	0.39	-23
O=C(COc1ccc(Br)cc1)N1CCN(C2CCCC2)CC1	-1.7	-1.6	0

Full records, looked up by structure. Values in the order: sdo1 growth, sdo1 growth Rescue 24 h, INS promoter inh
O=C(Cc1ccccc1)Oc1ccccc1N1C(=O)CCC1=O is listed with -0.17, -0.77, 6
Cn1c(O)c(/C=C/C=Nc2ccccc2)c(=O)n(C)c1=S is listed with -0.39, 0.76, /

Assay outcomes as filed in PubChem.
